PhoP inhibition – inhibitors of PhoP regulon expression, primary screen, Salmonella Typhimurium, GFP reporter (AID 1863). S. Typhimurium PhoP-regulated promoter GFP reporter, 4 h; higher % means a stronger effect. inhibition, % at 50 µM, or IC50 in µM where a hit was titrated. 300,000 compounds, 0.16% hits;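 active means inhibition over 29.93%, a cutoff 3 SD above the screen mean, later confirmed by dose response; inconclusive means inhibition over 29.93% but no dose response follow-up; inactive means inhibition at most 29.93% or unconfirmed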;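 further: 0% = low Mg2+ inducing control and 100% = high Mg2+ repressing control; strong numbers were not always called active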
XIAP antagonists – XIAP antagonists, biochemical, IAP family, fluorescence polarization (AID 1018); E3 ubiquitin-protein ligase XIAP (Homo sapiens); XIAP BIR domain, fluorescence polarization peptide displacement; higher % means a stronger effect; displacement, % at 20 µM; hits with a dose series show IC50 in µM; 200,000 compounds, 0.007% hits; in the data active means displacement above about 50%; further: a part of the inactive calls stands beside numbers as strong as those of hits
Myeloid diff 2 – induction of myeloid progenitor differentiation, primary screen, cell-based, flow cytometry, MLPCN library; 360,000 compounds, 1% hits; calls only at 10 µM; ER-HoxA9 myeloid progenitors, lysozyme-GFP differentiation;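 active means normalized GFP-positive differentiation at or above the plate's own cutoff, the solvent-only control mean plus 3 SD; inconclusive means no clear call, values can overlap the other calls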;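 further: cells exposed to compound for four days before flow analysis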
Siah-1 displacement – Siah-1 peptide-binding antagonists, primary screen, biochemical, fluorescence polarization, rhodamine-plectin, uHTS (AID 1817); E3 ubiquitin-protein ligase SIAH1 (Homo sapiens); Siah-1 / rhodamine-plectin peptide fluorescence polarization; higher % means a stronger effect; one-dose displacement, % at 20 µM; IC50 in µM for titrated hits; 290,000 compounds, 0.02% hits;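 active means displacement of at least 50% at 20 µM, with a fluorescence ratio check between 0.3 and a set limit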;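 further: plate controls were Siah plus tracer with DMSO for no effect and tracer alone without Siah for full effect; strong numbers were not always called active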
WT yeast gro inh – growth inhibition of WT strain, primary screen, mitochondrial fusion inhibitor project, WT and mutant strains, chemical genetic; 190,000 compounds, 2.1% hits; inhibition, % at 10 µM; mitochondrial fusion phenotypic screen; in the data active means inhibition above about 58%; tested in S. cerevisiae
RSV CPE inhibition – RSV antiviral activity via CPE protection, HEp-2 cells, primary 10 µM value included (AID 2391). HEp-2 cells, RSV-induced CPE inhibition; higher % means a stronger effect. CPE inhibition, % at 10 µM; hits with a dose series show IC50 in µM. 310,000 compounds, 0.13% hits; in the data active means a potency from the dose series; inconclusive means CPE inhibition mostly from about 23% at the one dose, without a potency; inactive means the rest, 99 in 100 with CPE inhibition below about 21%; further: strong numbers were not always called active
PMI inhibition – human PMI inhibitors, high substrate, primary screen, biochemical, fluorescence intensity, high mannose 6-phosphate (AID 1220). Mannose-6-phosphate isomerase (Homo sapiens). recombinant PMI enzyme, coupled fluorescence intensity; higher % means a stronger effect. one-dose inhibition, % at 20 µM; IC50 in µM for titrated hits. 190,000 compounds, 0.66% hits
TNAP activation fold – human TNAP enzyme activators, primary screen, biochemical, luminescent, no phosphate acceptor, uHTS (AID 1001). Alkaline phosphatase, tissue-nonspecific isozyme (Homo sapiens). purified TNAP, luminescent activation assay, no phosphate acceptor; higher activation fold means a stronger effect. one-dose activation fold at 20 µM; EC50 in µM for titrated hits. 200,000 compounds, 0.03% hits; in the data active means activation fold from about 3, or a potency from the dose series; inactive means the rest, 99 in 100 with activation fold below about 1.6; further: many of its hits are not listed in these tables
PMI inhibitors – inhibitors of human PMI, primary screen, biochemical, fluorescence intensity, coupled assay (AID 1209); purified PMI enzyme, coupled fluorescence intensity; higher % means a stronger effect; 190,000 compounds, 0.42% hits; inhibition, % at 20 µM, or IC50 in µM where a hit was titrated; Mannose-6-phosphate isomerase (Homo sapiens);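 further: plate controls were DMSO vehicle for no effect and wells lacking substrate for full effect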
WT yeast gro inh mutant strain – recorded beside WT yeast gro inh, whose call it bears; inhibition, %; mitochondrial fusion phenotypic screen, mutant strain inhibition
Myeloid diff 2 GFP+ MAC1+ % – also measured in Myeloid diff 2; calls as there; GFP+ MAC1+ double positive, %; measured here: differentiation confirmed by MAC1 staining
* marks the source's active call; other numbers are inactive results; i = inactive; ? = inconclusive; · = no result given; + = active, no number. Unless noted, no stated cut-off is given here; in the data, active means inhibition above about 50%; inactive means the rest.

SMILES	PhoP inhibition	XIAP antagonists	Myeloid diff 2	Myeloid diff 2 GFP+ MAC1+ %	Siah-1 displacement	WT yeast gro inh	WT yeast gro inh mutant strain	RSV CPE inhibition	PMI inhibition	TNAP activation fold	PMI inhibitors
CN(CC1CCCN(CCc2ccccc2F)C1)C(=O)c1ccoc1 (stereo not given)	-0.2%	·	i	0.0	-5.1%	·	·	-1.6%	·	·	·
C=CCN1C(=O)CSC1=Nc1cccc(O)c1	-0.5%	7.4%	i	0.7	0.1%	-3.7	-1.8	-2.0%	10.9%	1.1	8.8%
CCOc1cccc(N2C(=O)CC(N3CCN(c4ccc(S(=O)(=O)CC)cc4)CC3)C2=O)c1 (stereo not given)	-15.4%	-3.0%	i	1.1	0.1%	3.7	-3.1	-1.4%	-10.0%	1	-9.3%
Cc1onc(-c2ccccc2)c1C(=O)OCC(=O)c1ccccc1	-0.5%	-3.0%	i	1.5	6.0%	0.5	-31.4	0.6%	13.0%	1.1	12.7%
COCCn1c(N)c(C(=O)NCC2CCCO2)c2nc3ccccc3nc21 (stereo not given)	3.7%	-5.2%	i	1.5	-1.0%	-5.0	-2.4	0.9%	71.5%*	1.1	48.6%
Cc1ccc(CNC(=O)c2cccc(OCc3c(C)noc3C)c2)cc1	5.3%	-6.0%	i	0.6	-5.9%	-6.4	15.2	-0.6%	2.9%	1.1	5.9%
N#Cc1c(N)n(-c2cccc(C(=O)O)c2)c2nc3ccccc3nc12	-3.8%	·	+	1.8*	-4.6%	·	·	2.3%	·	·	·
CC1C(C#N)=C(SCC(N)=O)NC2=C1C(=O)CC(C)(C)C2 (stereo not given)	-8.9%	-6.5%	i	0.2	-0.8%	-4.5	4.7	-0.9%	-55.0%	1	-41.2%
Cc1ccc(C(=O)Nc2ccc(N3CCN(S(C)(=O)=O)CC3)cc2)cc1	9.9%	-0.9%	i	0.7	5.2%	9.1	9.1	-0.7%	1.9%	1.2	0.4%
Cc1ccc(-c2c(C(=O)N(C)Cc3ccccc3)oc(=O)c3ccccc23)cc1	-2.0%	-5.0%	i	0.1	-7.7%	67.4*	33.6*	?	0.5%	1	0.7%
Cc1ccc(-c2nnc(-c3ccccc3)c(-c3ccccc3)n2)cc1	19.5%	-11.3%	i	0.1	0.3%	76.3*	48.0*	21.6%	-0.5%	1.1	8.3%
Nc1nonc1-c1nc2ccccc2n1CC(=O)N1CCN(c2ccc(F)cc2)CC1	3.3%	-3.2%	i	0.0	-5.1%	6.0	11.8	0.1%	3.8%	1.1	11.4%
O=C(NC12CC3CC(CC(C3)C1)C2)c1cnccn1	-0.9%	-5.3%	i	1.4	-8.2%	-2.3	-4.9	0.8%	-6.2%	1.1	0.1%
Cc1cc(N=Nc2ccc3ccccc3c2)ccc1O	2.0%	·	i	1.7	11.8%	·	·	-1.9%	·	·	·
CCc1ccc(/C=N/n2c(C3CCCCC3)n[nH]c2=S)cc1	1.5%	·	i	0.4	10.5%	·	·	8.9%	·	·	·
O=C(CN1CCN(Cc2ccccc2Cl)C1=O)NCc1ccccn1	-1.9%	·	i	0.4	9.6%	·	·	7.1%	·	·	·
COc1cccc(-c2cc(C(F)(F)F)n3nc(C(=O)Nc4c(C)n(C)n(-c5ccccc5)c4=O)cc3n2)c1	-6.0%	-2.1%	i	0.6	2.6%	12.2	14.5	-0.1%	3.3%	1.1	-0.7%
CC(=O)c1cccc(NC(=O)C2CC(c3ccc(F)cc3)=NO2)c1 (stereo not given)	-4.7%	-3.0%	i	1.2	5.5%	0.9	6.3	1.6%	2.2%	1.1	6.6%
CCn1c(=O)c2sccc2n(Cc2ccc(C)cc2)c1=O	10.2%	·	i	0.4	2.3%	·	·	3.7%	·	·	·
CCN(c1ccc(NC(=O)COC(=O)c2ccc3ccccc3n2)cc1)C(C)C	-0.1%	-2.6%	i	0.6	2.1%	35.5	-44.2	1.2%	11.6%	1.1	9.5%
CCCC(=O)Nc1ccc(NC(=O)c2ccccc2)nc1	0.2%	·	i	0.8	3.8%	·	·	2.9%	·	·	·
Cn1c(SCC(=O)c2ccc3c(c2)OCCO3)nnc1C1CC1	4.3%	-4.6%	i	2.0	4.1%	-9.0	-0.2	0.8%	-9.0%	1.1	-8.2%
O=C(CSc1ncccc1C(=O)O)NC1CCCCCCC1	-6.9%	·	i	0.3	-4.0%	·	·	0.8%	·	·	·
CSc1nc(-c2ccco2)cc(C(F)(F)F)c1C#N	2.5%	-2.9%	i	1.4	-3.2%	22.4	9.6	0.9%	-5.2%	1.1	-0.6%
O=C(O)c1nccnc1C(=O)Nc1ccc(Oc2c(Cl)cccc2Cl)nc1	-8.1%	·	i	0.7	-0.5%	·	·	1.2%	·	·	·
COc1ccc(NC(=O)c2cccc(N3C(=O)C4CC=C(C)CC4C3=O)c2)c(OC)c1 (stereo not given)	0.7%	·	i	2.0	9.6%	·	·	1.2%	·	·	·
CC(=O)NC1=NN(C(C)=O)C(C)(c2ccccc2)S1 (stereo not given)	1.8%	0.7%	·	·	14.6%	9.8	-7.2	-3.8%	-0.4%	1.1	-5.0%
O=C(NCc1ccccc1)/C(=C/c1ccccc1)NC(=O)c1ccco1	-3.7%	·	i	0.9	0.6%	·	·	2.6%	·	·	·
CC1(C)CC(=O)C(=Cc2cn(CCC#N)nc2-c2ccc(F)cc2)C(=O)C1	-2.6%	-4.7%	i	0.1	4.5%	8.2	-11.8	4.2%	-4.3%	0.9	11.0%
CC(C)NCC(O)COc1ccc2c(c1)CCC2 (stereo not given)	6.5%	-5.0%	i	0.3	-2.2%	-1.8	13.5	1.2%	8.7%	0.9	14.4%

Reprinted from the results shown (2 entries):
SMILES	PhoP inhibition	XIAP antagonists	Myeloid diff 2	Myeloid diff 2 GFP+ MAC1+ %	Siah-1 displacement	WT yeast gro inh	WT yeast gro inh mutant strain	RSV CPE inhibition	PMI inhibition	TNAP activation fold	PMI inhibitors
CC(=O)NC1=NN(C(C)=O)C(C)(c2ccccc2)S1 (stereo not given)	1.8%	0.7%	·	·	14.6%	9.8	-7.2	-3.8%	-0.4%	1.1	-5.0%
O=C(NCc1ccccc1)/C(=C/c1ccccc1)NC(=O)c1ccco1	-3.7%	·	i	0.9	0.6%	·	·	2.6%	·	·	·

Retrieved one by one from the list above:
SMILES	PhoP inhibition	XIAP antagonists	Myeloid diff 2	Myeloid diff 2 GFP+ MAC1+ %	Siah-1 displacement	WT yeast gro inh	WT yeast gro inh mutant strain	RSV CPE inhibition	PMI inhibition	TNAP activation fold	PMI inhibitors
CCn1c(=O)c2sccc2n(Cc2ccc(C)cc2)c1=O	10.2%	·	i	0.4	2.3%	·	·	3.7%	·	·	·
CSc1nc(-c2ccco2)cc(C(F)(F)F)c1C#N	2.5%	-2.9%	i	1.4	-3.2%	22.4	9.6	0.9%	-5.2%	1.1	-0.6%
Cn1c(SCC(=O)c2ccc3c(c2)OCCO3)nnc1C1CC1	4.3%	-4.6%	i	2.0	4.1%	-9.0	-0.2	0.8%	-9.0%	1.1	-8.2%
COc1cccc(-c2cc(C(F)(F)F)n3nc(C(=O)Nc4c(C)n(C)n(-c5ccccc5)c4=O)cc3n2)c1	-6.0%	-2.1%	i	0.6	2.6%	12.2	14.5	-0.1%	3.3%	1.1	-0.7%
O=C(NCc1ccccc1)/C(=C/c1ccccc1)NC(=O)c1ccco1	-3.7%	·	i	0.9	0.6%	·	·	2.6%	·	·	·

Carrying on.
SMILES	PhoP inhibition	XIAP antagonists	Myeloid diff 2	Myeloid diff 2 GFP+ MAC1+ %	Siah-1 displacement	WT yeast gro inh	WT yeast gro inh mutant strain	RSV CPE inhibition	PMI inhibition	TNAP activation fold	PMI inhibitors
COc1cc(/C(C)=N/NC(=O)c2ccc(CSc3nncn3C)cc2)cc(OC)c1OC	0.5%	-4.7%	i	1.0	21.7%	-0.7	8.7	2.6%	-0.8%	1.1	2.9%
CCOC(=O)CN=C1CC(C)(C)CC2=C1Sc1ncnc(N(C)C)c1N2	-2.5%	8.1%	i	1.1	2.2%	-29.4	-32.6	0.4%	-42.5%	2.2	-11.5%
CSc1ccc(/C=N/NC(=O)CN2CCN(Cc3ccc(Cl)cc3)CC2)cc1	17.1%	-2.9%	i	0.4	2.3%	3.4	6.7	0.1%	-7.1%	1	-2.8%
O=C(CCS(=O)(=O)c1cccc2nsnc12)NCc1ccccc1Cl	2.2%	-5.4%	i	1.2	-1.0%	-12.2	-6.0	0.7%	-3.2%	1	-1.5%
COc1cc(C2NC(=O)NC(C)=C2[N+](=O)[O-])cc(OC)c1OC (stereo not given)	0.1%	·	i	0.5	1.9%	·	·	0.4%	·	·	·
COc1ccc2c(c1)c1nc3ccccc3nc1n2CCCN1C(=O)c2ccccc2C1=O	-42.4%	-5.2%	i	0.6	-3.2%	-8.0	-8.1	0.8%	-0.3%	1.1	13.0%
Cc1nc(-c2coc3c(CN(C)C)c(O)ccc3c2=O)cs1	5.5%	-10.1%	i	1.4	-2.8%	-6.6	-10.0	-1.5%	1.2%	1	1.5%
COc1ccc(OC)c(CN2CCN(C(=O)c3ccc(F)cc3)CC2)c1	-1.6%	·	i	0.4	0.0%	·	·	2.5%	·	·	·
Cc1cc(C)c(S(=O)(=O)c2ccc(C(C)(C)C)cc2)c(Cl)n1	14.2%	·	i	0.8	-4.8%	·	·	2.9%	·	·	·
O=C(Cc1ccccc1)NCc1ccc(F)cc1	35.6%	-9.5%	i	0.2	0.5%	5.6	2.3	0.9%	-8.1%	1.1	-0.3%
CCS(=O)(=O)c1nc2ccccc2n1Cc1ccccc1Cl	6.3%	-14.4%	i	1.8	2.1%	18.4	4.2	0.2%	16.5%	1	18.4%
O=C(Cc1ccccc1)NC(Nc1ccccc1)C(Cl)(Cl)Cl (stereo not given)	9.1%	-3.2%	i	0.9	-0.3%	8.3	-6.3	0.8%	2.8%	1.1	11.6%
Cc1ccccc1N=Cc1cccc(O)c1O	5.9%	-6.5%	i	1.1	41.1%	41.9	20.7	1.0%	11.2µM*	0.8	74.1%*
COC(=O)c1cc(Br)c(=O)n(-c2ccc(C(C)=O)cc2)c1	·	-6.5%	·	·	2.1%	·	·	·	2.6%	1.1	0.5%
CCOC(=O)c1cccc(NC(=S)NCc2ccc(C)cc2)c1	-7.8%	-6.1%	i	0.1	9.2%	35.5	14.4	18.2%	13.0%	1.2	19.6%
CC(Cl)C(=O)NN=C(c1ccccc1)c1ccccc1 (stereo not given)	2.8%	1.6%	i	0.7	-3.2%	-4.3	-10.0	1.3%	-5.2%	1	-3.4%
Cc1nc(C)c(-c2csc(NCCc3ccccc3)n2)s1	12.9%	3.8%	i	0.6	3.8%	34.1	35.0	2.4%	4.0%	1.2	12.4%
Cc1cc(C(=O)N2CCN(c3cccc(Cl)c3)CC2)c(C)o1	0.0%	-2.0%	i	1.9	4.9%	20.4	24.7	-0.4%	1.8%	1.1	-3.5%
